KCNQ1 inh: inhibitors of human KCNQ1 potassium channel | CHO-K1 KCNQ1, FluxOR thallium flux fluorescence; active compounds read high | B-score at 10 µM | 310,000 compounds, 1.3% hits;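 active = compounds whose thallium flux B-score, printed positive for inhibition, exceeds three library SD while starting fluorescence stays within three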;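 also: channel opened by potassium depolarization with thallium stimulus after 20 min compound exposure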
Target sequence (P51787 whole entry, looked up): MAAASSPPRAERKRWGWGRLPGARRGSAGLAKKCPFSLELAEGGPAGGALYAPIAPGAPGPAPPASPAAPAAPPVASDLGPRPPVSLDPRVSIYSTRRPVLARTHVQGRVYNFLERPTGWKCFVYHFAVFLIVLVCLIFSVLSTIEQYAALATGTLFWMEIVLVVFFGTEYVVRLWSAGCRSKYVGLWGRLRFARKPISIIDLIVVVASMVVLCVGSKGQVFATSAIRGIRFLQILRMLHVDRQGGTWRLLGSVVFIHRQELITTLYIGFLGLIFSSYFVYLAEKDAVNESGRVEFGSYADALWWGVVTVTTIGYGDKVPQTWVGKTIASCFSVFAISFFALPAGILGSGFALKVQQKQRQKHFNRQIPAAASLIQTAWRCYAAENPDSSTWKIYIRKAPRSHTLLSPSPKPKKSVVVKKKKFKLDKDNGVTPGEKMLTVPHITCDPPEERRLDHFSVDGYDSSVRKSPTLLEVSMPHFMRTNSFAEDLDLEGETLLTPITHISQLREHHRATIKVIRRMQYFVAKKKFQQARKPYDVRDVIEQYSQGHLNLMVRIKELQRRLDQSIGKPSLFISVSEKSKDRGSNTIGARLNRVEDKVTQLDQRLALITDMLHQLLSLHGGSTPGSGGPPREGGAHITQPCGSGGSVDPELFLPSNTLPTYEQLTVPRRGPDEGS
Dyrk1A ADPGlo: inhibitors of rat Dyrk1A kinase; Q63470; ADP-Glo luminescence, NFATc1 peptide; inhibition, % at 12.5 µM; 310,000 compounds, 0.43% hits; AID 504441; in the data active = inhibition above about 50%;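 also: plate controls were vehicle with enzyme for no effect and no enzyme for full effect; many of its hits are not listed in these tables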
ANO1 block: mouse TMEM16A channel inhibition, primary screen | AID 588511 | normalized B-score (activity score, 25-100; higher = stronger inhibition) at 10 µM | 310,000 compounds, 1.2% hits | HEK293 TMEM16A/YFP iodide influx fluorescence, ionomycin | Q8BHY3;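 active = ratio plate-corrected score three or more library SD toward inhibition, starting fluorescence score within five deviations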;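 also: score derived from kinetic fluorescence span divided by baseline fluorescence per well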
TRPC4 PAM: TRPC4 (mouse) allosteric potentiation. 310,000 compounds, 0.42% hits. HEK293 TRPC4beta/mu-opioid, DAMGO EC20, Fluo-4 Ca2+ flux; active compounds read high. AID 2227. B-score at 10 µM;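 active = B-score of calcium response area above 5 SD of library B-scores, with initial fluorescence ratio within 5 SD of library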;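 also: B-score of integrated fluorescence ratio over time as area under calcium response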
TRPC4 act: opens the mouse TRPC4 cation channel; Q9QUQ5; HEK293 TRPC4beta/mu-opioid, Fluo4 calcium fluorescence; active compounds read high; B-score at 10 µM; 310,000 compounds, 0.49% hits; AID 2237;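 active = B-score above 5 SD of library B-scores, and initial fluorescence ratio not above library mean plus 5 SD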;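 also: positive B-score marks a calcium rise read as TRPC4 activation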
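Assay system – TRPC4beta and mu-opioid receptor HEK293 stable cells · Measured by – Fluo4 fluorescence, kinetic · Schedule – dye loading 45 min room temperature, 110 s kinetic read · Read-out – B-scored integrated calcium fluorescence ratio · Controls – buffer and maximal DAMGO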
KCNQ1 pot: potentiators or activators of human KCNQ1 potassium channel; CHO-K1 KCNQ1, thallium flux FluxOR fluorescence; active compounds read high; B-score at 10 µM; 310,000 compounds, 0.35% hits; AID 2648;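 active = fluorescence ratio B-score, a plate-corrected score, at least three library SD, with initial intensity B-score within 5 SD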
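Assay system: stable KCNQ1 CHO-K1 line; medium: assay buffer, equal DMSO in all wells; timing: 90 min dye loading and 20 min compound exposure, both at room temperature; technique: kinetic FluxOR thallium fluorescence, 10-s 1-Hz baseline, 110-s post-stimulus read; read-out basis: B score of baseline-normalized fluorescence ratio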
KCNK3 inh: human KCNK3 channel inhibition, primary screen; O14649; B-score at 10 µM; CHO-KCNK3 thallium flux, FluxOR fluorescence; active compounds read low; 340,000 compounds, 0.84% hits;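 active = B-score under library mean minus 4 SD, starting fluorescence ratio at most library mean plus 5 SD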;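 also: more negative B-score means stronger inhibition of thallium flux through KCNK3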
Target sequence (O14649 whole entry, looked up): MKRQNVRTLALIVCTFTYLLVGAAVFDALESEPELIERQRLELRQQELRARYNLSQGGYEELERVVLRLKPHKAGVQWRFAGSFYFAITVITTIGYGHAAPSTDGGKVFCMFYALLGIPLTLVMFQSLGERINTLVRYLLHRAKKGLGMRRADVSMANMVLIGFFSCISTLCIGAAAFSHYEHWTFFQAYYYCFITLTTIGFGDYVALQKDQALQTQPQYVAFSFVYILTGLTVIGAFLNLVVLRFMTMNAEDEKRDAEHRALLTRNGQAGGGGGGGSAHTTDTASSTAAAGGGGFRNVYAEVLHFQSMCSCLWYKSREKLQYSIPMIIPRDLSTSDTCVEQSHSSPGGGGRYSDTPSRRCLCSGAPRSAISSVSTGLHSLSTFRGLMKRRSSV
HDAC3 inh: inhibitors of human histone deacetylase 3; recombinant HDAC3, fluorogenic peptide/trypsin coupled, fluorescence; inhibition, % at 8.3 µM; 320,000 compounds, 0.15% hits; in the data active = inhibition above about 26%, passing the limit was not always enough
ANO1 activ: activates or potentiates the mouse TMEM16A chloride channel | Q8BHY3 | 340,000 compounds, 0.3% hits | HEK293 TMEM16A/YFP-H148Q/I152L, iodide quench fluorescence; active compounds read low | B-score at 10 µM;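 active = fluorescence-ratio B-score plate-corrected deviation score at least 3 library SD below zero, with starting fluorescence score within 5 deviations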;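 also: channel opened by trigger with iodide after compound preincubation; score built on the fluorescence ratio of max minus min over baseline; more negative score means more quench and so TMEM16A activation or potentiation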
KCNK9 inh: blocks the human KCNK9 two-pore domain potassium channel | HEK293 KCNK9, FluxOR thallium flux fluorescence; active compounds read low | 310,000 compounds, 1.2% hits | B-score at 10 µM | Q9NPC2 | AID 488922;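 active = ratio B-score over 3 SD below the library mean, with starting fluorescence within 5 SD of its mean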;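 also: negative B-score means less thallium flux so channel inhibition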
hERG rescue: hERG (human) protection from proarrhythmic block; Q12809; CHO-hERG, FluxOR thallium flux, dofetilide IC70 present; activation (rescue from dofetilide block), less the hit threshold, % at 10 µM; 310,000 compounds, 0.51% hits;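 active = activation above the mean of controls blocked by dofetilide plus 5 SD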;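 also: thallium influx through hERG after potassium depolarization seen as dye fluorescence rise; in these data hits start at about 4.7%; inactives centre near -7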
Numbers without * were called inactive. A portion of the library; rates above refer to the full screens.

COc1cccc(NC(=S)NNC(=O)c2ccccc2OC(F)F)c1 was read as KCNQ1 inh inactive, Dyrk1A ADPGlo 9, ANO1 block inactive, TRPC4 PAM inactive, TRPC4 act inactive, KCNQ1 pot inactive, KCNK3 inh inactive, HDAC3 inh 3, ANO1 activ inactive, KCNK9 inh inactive and hERG rescue -13.
For CCN(CC)C(=O)CSc1nc2cc3c(cc2c(=O)n1CCCC(=O)NCc1ccc(OC)cc1)OCO3 the results were KCNQ1 inh inactive, Dyrk1A ADPGlo 5, ANO1 block inactive, TRPC4 PAM inactive, TRPC4 act inactive, KCNQ1 pot inactive, KCNK3 inh inactive, HDAC3 inh -3, ANO1 activ inactive, KCNK9 inh inactive and hERG rescue -4.
Screening CCCc1cc(=O)[nH]c(SCc2ccccc2)n1 returned KCNQ1 inh inactive, Dyrk1A ADPGlo -3, ANO1 block inactive, TRPC4 PAM inactive, TRPC4 act inactive, KCNQ1 pot inactive, KCNK3 inh inactive, HDAC3 inh -5, ANO1 activ inactive, KCNK9 inh inactive and hERG rescue -8.
Screening CN(C(=O)C1CCN(c2ncnc3c2nc2n3CCCCC2)CC1)C1CCCCC1 returned KCNQ1 inh inactive, ANO1 block inactive, TRPC4 PAM inactive, TRPC4 act inactive, KCNQ1 pot inactive, KCNK3 inh inactive, HDAC3 inh -1, ANO1 activ inactive, KCNK9 inh inactive and hERG rescue -6.
Screening O=C(Nc1c(-c2cccs2)nc2ccccn12)c1ccc2ccccc2c1 returned KCNQ1 inh inactive, ANO1 block inactive, TRPC4 PAM inactive, TRPC4 act inactive, KCNQ1 pot inactive, HDAC3 inh -7, KCNK9 inh inactive and hERG rescue -14.
`O=C(Nc1ccc(CN2CCOCC2)cc1)c1ccc(-c2ccc(Br)cc2)o1` gave KCNQ1 inh inactive, Dyrk1A ADPGlo 30, ANO1 block inactive, TRPC4 PAM inactive, TRPC4 act inactive, KCNQ1 pot inactive, KCNK3 inh inactive, HDAC3 inh 8, ANO1 activ inactive, KCNK9 inh inactive and hERG rescue -14.
For COc1n[nH]c(C(=O)Nc2cc(Cl)ccc2Cl)c1[N+](=O)[O-] the results were KCNQ1 inh inactive, Dyrk1A ADPGlo 1, ANO1 block inactive, TRPC4 PAM inactive, TRPC4 act inactive, KCNQ1 pot inactive, KCNK3 inh inactive, HDAC3 inh 4, ANO1 activ inactive, KCNK9 inh inactive and hERG rescue -2.
Screening CCC(=O)Nc1ccc(Cl)c(NC(=O)c2cccnc2)c1 returned KCNQ1 inh inactive, Dyrk1A ADPGlo -6, ANO1 block inactive, TRPC4 PAM inactive, TRPC4 act inactive, KCNQ1 pot inactive, KCNK3 inh inactive, HDAC3 inh -1, ANO1 activ inactive, KCNK9 inh inactive and hERG rescue -1.
COC(=O)c1ccc(CSc2nnc(-c3ccccc3)n2C)o1 was read as KCNQ1 inh inactive, Dyrk1A ADPGlo -1, ANO1 block inactive, TRPC4 PAM inactive, TRPC4 act inactive, KCNQ1 pot inactive, KCNK3 inh inactive, HDAC3 inh -5, ANO1 activ inactive, KCNK9 inh inactive and hERG rescue -8.
Screening CN(c1ccc2nc3ccccc3c(=O)n2n1)C1CCCCC1 returned KCNQ1 inh inactive, Dyrk1A ADPGlo 2, ANO1 block inactive, TRPC4 PAM inactive, TRPC4 act inactive, KCNQ1 pot inactive, KCNK3 inh inactive, HDAC3 inh 3, ANO1 activ inactive, KCNK9 inh inactive and hERG rescue -13.
O=C(O)CCC(=O)N1CCN(c2nc(-c3ccccc3)c3cc(Br)ccc3n2)CC1 was read as KCNQ1 inh inactive, Dyrk1A ADPGlo -3, ANO1 block inactive, TRPC4 PAM inactive, TRPC4 act inactive, KCNQ1 pot inactive, KCNK3 inh inactive, HDAC3 inh -1, ANO1 activ inactive, KCNK9 inh inactive and hERG rescue -2.
`CCOC(=O)C1CCN(C(=O)CSc2nc(N)cc(=O)[nH]2)CC1` gave KCNQ1 inh inactive, Dyrk1A ADPGlo -2, ANO1 block inactive, TRPC4 PAM inactive, TRPC4 act inactive, KCNQ1 pot inactive, KCNK3 inh inactive, HDAC3 inh 0, ANO1 activ inactive, KCNK9 inh inactive and hERG rescue -4.
Screening CCC(CO)NCC#Cc1ccccc1 (configuration not stated) returned KCNQ1 inh inactive, Dyrk1A ADPGlo 1, ANO1 block inactive, TRPC4 PAM inactive, TRPC4 act inactive, KCNQ1 pot inactive, KCNK3 inh inactive, HDAC3 inh -6, ANO1 activ inactive, KCNK9 inh inactive and hERG rescue -8.
`COc1cccc(-c2nc(CS(=O)(=O)CC(=O)N3CCCCC3)c(C)o2)c1` gave KCNQ1 inh inactive, Dyrk1A ADPGlo 5, ANO1 block inactive, TRPC4 PAM inactive, TRPC4 act inactive, KCNQ1 pot inactive, KCNK3 inh inactive, HDAC3 inh 0, ANO1 activ inactive, KCNK9 inh inactive and hERG rescue -3.
`CCN(C(=O)C1CCCCC1)c1nnc(-c2cccnc2)s1` gave KCNQ1 inh inactive, Dyrk1A ADPGlo 12, ANO1 block inactive, TRPC4 PAM inactive, TRPC4 act inactive, KCNQ1 pot inactive, KCNK3 inh inactive, HDAC3 inh 2, ANO1 activ inactive, KCNK9 inh inactive and hERG rescue -3.
`C=CCc1ccc(OCCOCCOc2ccccc2[N+](=O)[O-])c(OC)c1` gave KCNQ1 inh inactive, Dyrk1A ADPGlo 0, ANO1 block 100*, TRPC4 PAM inactive, TRPC4 act inactive, KCNQ1 pot inactive, KCNK3 inh inactive, HDAC3 inh 1, ANO1 activ inactive, KCNK9 inh inactive and hERG rescue -8.
Screening CCOC(=O)N1CCC(NS(=O)(=O)c2ccc3c(c2)CCN3C(C)=O)CC1 returned KCNQ1 inh inactive, Dyrk1A ADPGlo -3, ANO1 block inactive, TRPC4 PAM inactive, TRPC4 act inactive, KCNQ1 pot inactive, KCNK3 inh inactive, HDAC3 inh 1, KCNK9 inh inactive and hERG rescue -5.
Screening Cn1c(C(=O)N2CCCc3ccccc32)cc2sccc21 returned KCNQ1 inh inactive, Dyrk1A ADPGlo 2, ANO1 block inactive, TRPC4 PAM inactive, TRPC4 act inactive, KCNQ1 pot inactive, KCNK3 inh inactive, HDAC3 inh -1, ANO1 activ inactive, KCNK9 inh inactive and hERG rescue -13.
For CC(=O)NC(C)C(=O)OCC(=O)c1ccc(Cl)s1 (configuration not stated) the results were KCNQ1 inh inactive, Dyrk1A ADPGlo 0, ANO1 block inactive, TRPC4 PAM inactive, TRPC4 act inactive, KCNQ1 pot inactive, KCNK3 inh inactive, HDAC3 inh -5, ANO1 activ inactive, KCNK9 inh inactive and hERG rescue -6.
`O=Cc1ccc(OC(=O)c2cc(Cl)nc3ccccc23)cc1` gave KCNQ1 inh inactive, Dyrk1A ADPGlo 1, ANO1 block inactive, TRPC4 PAM inactive, TRPC4 act inactive, KCNQ1 pot inactive, KCNK3 inh inactive, HDAC3 inh -1, ANO1 activ inactive, KCNK9 inh inactive and hERG rescue -3.
CCOC(=O)C1CCN(c2c(NCc3ccc(C(=O)N(C)Cc4ccccc4)cc3)c(=O)c2=O)CC1 was read as KCNQ1 inh inactive, Dyrk1A ADPGlo -9, ANO1 block inactive, TRPC4 PAM inactive, TRPC4 act inactive, KCNQ1 pot inactive, KCNK3 inh inactive, HDAC3 inh 4, ANO1 activ inactive, KCNK9 inh inactive and hERG rescue -17.
For Cc1ccc(NC(=S)N(CCN(C)C)C(C)c2ccco2)cc1Cl (configuration not stated) the results were KCNQ1 inh inactive, Dyrk1A ADPGlo 0, ANO1 block inactive, TRPC4 PAM inactive, TRPC4 act inactive, KCNQ1 pot inactive, KCNK3 inh inactive, HDAC3 inh -1, ANO1 activ inactive, KCNK9 inh inactive and hERG rescue -7.
Screening CCCCn1c(N)c(N(CC(C)C)C(=O)C2CC(=O)N(Cc3ccccc3)C2)c(=O)[nH]c1=O (configuration not stated) returned KCNQ1 inh inactive, Dyrk1A ADPGlo 14, ANO1 block inactive, TRPC4 PAM inactive, TRPC4 act inactive, KCNQ1 pot inactive, KCNK3 inh inactive, HDAC3 inh 8, ANO1 activ inactive, KCNK9 inh inactive and hERG rescue -16.
COc1cc(OC)cc(C(=O)Nc2ccc3nc4n(c(=O)c3c2)CCCCC4)c1 was read as KCNQ1 inh inactive, Dyrk1A ADPGlo -4, ANO1 block inactive, TRPC4 PAM inactive, TRPC4 act inactive, KCNQ1 pot inactive, KCNK3 inh inactive, HDAC3 inh -2, ANO1 activ inactive, KCNK9 inh inactive and hERG rescue -6.
COc1ccccc1N1CCN(c2cnccn2)CC1 was read as KCNQ1 inh inactive, Dyrk1A ADPGlo -2, ANO1 block inactive, TRPC4 PAM inactive, TRPC4 act inactive, KCNQ1 pot inactive, KCNK3 inh inactive, HDAC3 inh 2, ANO1 activ inactive, KCNK9 inh inactive and hERG rescue -13.
O=C(c1cc(S(=O)(=O)N2CCOCC2)ccc1F)N(CCc1ccccc1)Cc1ccccc1 was read as KCNQ1 inh inactive, Dyrk1A ADPGlo 0, ANO1 block inactive, TRPC4 PAM inactive, TRPC4 act inactive, KCNQ1 pot inactive, KCNK3 inh inactive, HDAC3 inh 0, ANO1 activ inactive, KCNK9 inh inactive and hERG rescue -11.
CC(=O)c1cccc(NC(=O)c2ccccc2N(C)S(=O)(=O)c2ccc(C)cc2)c1 was read as KCNQ1 inh inactive, Dyrk1A ADPGlo 9, ANO1 block inactive, TRPC4 PAM inactive, TRPC4 act inactive, KCNQ1 pot inactive, KCNK3 inh inactive, HDAC3 inh -4, ANO1 activ inactive, KCNK9 inh inactive and hERG rescue -7.
`CC(NC(=O)CCNC(=O)c1ccco1)c1ccccc1` (configuration not stated) gave KCNQ1 inh inactive, Dyrk1A ADPGlo 9, ANO1 block inactive, TRPC4 PAM inactive, TRPC4 act inactive, KCNQ1 pot inactive, KCNK3 inh inactive, HDAC3 inh -6, ANO1 activ inactive, KCNK9 inh inactive and hERG rescue -12.
`Cc1ccccc1CC(=O)Nc1cccnc1` gave KCNQ1 inh inactive, Dyrk1A ADPGlo 3, ANO1 block inactive, TRPC4 PAM inactive, TRPC4 act inactive, KCNQ1 pot inactive, KCNK3 inh inactive, HDAC3 inh 0, ANO1 activ inactive, KCNK9 inh inactive and hERG rescue -4.
